Screening data: PubChem BioAssay, National Center for Advancing Translational Sciences (NCATS)
EPAC2 ag: EPAC2 (human) agonism. 360,000 tested, 0.079% active. Potency, µM (titrated, usually from 154 µM), inactives show top-dose activation, usual class: activators. EPAC2 activation, biochemical qHTS; response scale: 100% = 6.5 mM cAMP response. Q8WZA2; note: potency is the fitted concentration of half-maximal effect; nearly all actives have a fitted effect of over 50% in size
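Fluorescence exchange assay: 100 nM EPAC2 with 250 nM RAP1B-BODIPY-GDP and 50 uM GDP; compounds tested as a concentration-titration series (qHTS). Loss of Rap1-bound BODIPY-GDP fluorescence read at 480/540 nm; data normalized to 6.5 mM cAMP.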
CCT chaperon mod: cytosolic chaperonin activity modulation | activity change, % (no concentration beside the values), hits read low | 360,000 tested, 0.3% active | purified chaperonin ATPase assay, HTRF ADP detection, 30 min; in the data active = activity change below about -30%; note: % is set by controls: 0 for no effect and ±100 for the full control effect
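First, chaperonin was dispensed at 40 nM or 20 nM final depending on batch activity. Next, compounds were pinned at 76 uM and ATP added at 10 uM. After 30 min at 37 °C, ADP detection reagents ran 30 min at ambient temperature.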
PTHR1 ag: activates the human parathyroid hormone receptor PTHR1. Potency, µM (titrated, usually from 115 µM), inactives show top-dose activation, usual class: activators. 410,000 tested, 0.075% active. HEK293 GP2 PTHR1 cells, GloSensor cAMP luminescence, 1 h. AID 743266. Q03431; note: potency is the fitted concentration of half-maximal effect; nearly all actives have a fitted effect of over 55% in size; some results filed as inactive show a strong effect at the top dose; inactives centre near -15; many of its hits are not listed in these tables
Target sequence (Q03431 whole entry, looked up): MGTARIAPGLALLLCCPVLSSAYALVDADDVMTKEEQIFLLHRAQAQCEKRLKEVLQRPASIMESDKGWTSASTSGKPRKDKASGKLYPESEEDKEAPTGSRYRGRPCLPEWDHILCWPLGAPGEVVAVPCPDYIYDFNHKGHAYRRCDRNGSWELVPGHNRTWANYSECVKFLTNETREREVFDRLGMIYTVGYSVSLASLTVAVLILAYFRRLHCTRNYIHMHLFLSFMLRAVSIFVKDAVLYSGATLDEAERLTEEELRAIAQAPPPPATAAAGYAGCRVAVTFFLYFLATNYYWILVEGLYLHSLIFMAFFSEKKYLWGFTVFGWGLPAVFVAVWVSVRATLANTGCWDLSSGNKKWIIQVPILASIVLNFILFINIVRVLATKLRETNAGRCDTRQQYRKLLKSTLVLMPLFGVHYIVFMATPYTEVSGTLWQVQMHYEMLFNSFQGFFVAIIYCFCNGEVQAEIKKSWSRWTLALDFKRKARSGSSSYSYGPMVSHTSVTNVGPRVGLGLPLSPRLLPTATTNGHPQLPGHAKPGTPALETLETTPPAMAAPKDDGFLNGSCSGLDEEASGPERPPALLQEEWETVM
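HEK-293-derived GP2 cells expressing PTHR1 and a GloSensor cAMP reporter, 3,000/well, plated overnight, given luciferin plus IBMX (each 0.5 mM as added) for 1 h at 37 °C, then compound for 1 h at 37 °C. Luminescence was read after 15 min at room temperature.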
EPAC2 antagonist: antagonists of human EPAC2. Potency, µM (titrated, usually from 114 µM), for inactives: at the highest dose activity, negative = inhibition, actives largely listed as inhibitors. 360,000 tested, 0.18% active. Q8WZA2. EPAC2 GEF exchange of Rap1B-BODIPY-GDP, fluorescence; note: potency is the fitted concentration of half-maximal effect; % is set by controls: 0 for no effect and ±100 for the full control effect; nearly all actives have a fitted effect of over 45% in size; many of its hits are not listed in these tables
DRD3 agonist: D3 dopamine receptor (human) agonism | P35462 | D3R DiscoveRx beta-arrestin cells, luminescence, 90 min | max activation, % | 410,000 tested, 0.58% active; in the data active = max activation above about 30%; note: 0% is about no effect; mostly tested at two doses, the higher about 12 µM
Target sequence (P35462 whole entry, looked up): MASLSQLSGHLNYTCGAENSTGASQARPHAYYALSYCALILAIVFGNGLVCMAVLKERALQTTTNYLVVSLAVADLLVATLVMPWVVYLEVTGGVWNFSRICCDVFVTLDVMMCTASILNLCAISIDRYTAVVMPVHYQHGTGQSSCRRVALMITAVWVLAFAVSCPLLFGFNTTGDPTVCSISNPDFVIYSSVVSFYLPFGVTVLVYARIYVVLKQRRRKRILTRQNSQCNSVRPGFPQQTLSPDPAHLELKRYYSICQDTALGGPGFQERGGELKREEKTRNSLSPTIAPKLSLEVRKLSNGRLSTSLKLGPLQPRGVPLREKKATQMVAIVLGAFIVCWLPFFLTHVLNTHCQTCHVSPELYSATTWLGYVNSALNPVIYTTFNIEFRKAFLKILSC
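Agonist mode: compounds and dopamine controls were applied to plated cells for 90 min at 37 degrees C after an overnight attachment at 1500 cells/well. Luminescent read-out followed 30 - 60 minutes at room temperature with DiscoveRx detection reagent.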
Akt phos inh: blocks phosphorylation of Akt; Neuro2A IGF-stimulated pAkt S473 HTRF, 20 min; hits give low values; activity change, % for hits at 50 µM; 360,000 tested, 0.32% active; AID 651550; in the data active = activity change below about -80%; inconclusive = mostly about -51% to -80%; note: % is set by controls: 0 for no effect and ±100 for the full control effect
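Neuro2A cells in DMEM with 0.5% FBS, overnight at 37 deg C, given compound at single 50 µM final, then IGF (6 nM final) for 20 min at 37 deg C. Lysed; phospho-Akt Ser473 by HTRF after 24 h, 665/615 ratio.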
DRD3 antagonist: D3 dopamine receptor (human) antagonism; D3R cells, DiscoveRx beta-arrestin luminescence, antagonist mode; hits give low values; max response, negative = inhibition, %; 360,000 tested, 2.5% active; AID 652054; in the data active = max response below about -50%; inconclusive = no clear call, values can overlap the other calls; note: % is set by controls: 0 for no effect and ±100 for the full control effect; mostly tested at two doses, the higher about 12 µM
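Cells plated overnight at 1500 cells/well, then exposed to library compounds with dopamine controls for 90 minutes at 37 degrees C. DiscoveRx reagent added for 30–60 minutes at room temperature; luminescence read, quantitative HTS format.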
Mm-Cpn inhibitor: M. maripaludis TRiC chaperonin inhibition. purified Mm-Cpn ATPase, ADP Transcreener TR-FRET. Potency, µM (doses to about 76.9 µM), for the others: at the top dose activity, negative = inhibition, most hits filed as inhibitors. AID 504842. 330,000 tested, 0.031% active; note: potency is the fitted concentration of half-maximal effect; % is set by controls: 0 for no effect and ±100 for the full control effect; nearly all actives have a fitted effect of over 80% in size
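Measured: ADP formation by purified Mm-CPN. Conditions: 25 nM protein, 10 uM ATP, Tris pH 7.4 with Mg2+, K+ and DTT, 37°C for 30 min. Detection: Transcreener HTRF after 30 min at room temperature.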
Starred values were filed as active, the others as inactive; i = inactive; ? = inconclusive; . = not tested or not shown; [ ] = remark or other dose. Unless noted, calls come from the whole dose curve; as a rule, active = well fitted curve in the direction sought with a large enough effect; inconclusive = small, poorly fitted or top-dose-only effect, or another doubt; inactive = no such curve, though single readings can be large; an effect the other way counts as inactive or inconclusive. Only part of the results is shown; rates above refer to the full screens.

compound,EPAC2 ag,CCT chaperon mod,PTHR1 ag,EPAC2 antagonist,DRD3 agonist,Akt phos inh,DRD3 antagonist,Mm-Cpn inhibitor
O=C(NCCc1ccccc1)C(=O)c1c(-c2ccccc2)cc2ccccn12,-1%,0.7,i,9%,2,i,5,2%
COc1cccc(C(=O)Nc2cccc(-c3nnc(-c4ccccc4)o3)c2)c1,0%,0.4,-34%[inhibitor],-2%,13,i,38,.
COc1ccc(OC)c(NC(=O)CSc2nc3ccccc3c(=O)n2CCNC(C)=O)c1,-9%,0.6,-30%,8%,1,.,4,2%
CC(=O)c1cccc(NC(=O)CC2Oc3ccc(C)cc3NC2=O)c1 (stereo not given),8%,-1.3,-4%,3%,0,i,0,1%
Cc1ccccc1NC(=O)C1CCCN1C(=O)NC1CCCCC1 (stereo not given),1%,-3.1,i,0%,9,i,5,-1%
O=C(/C=C/c1ccc2c(c1)OCO2)Nc1cccnc1,-1%,-1.8,-43%[inhibitor],-1%,0,i,-7,1%
CCc1cc(C(N)=O)c(NC(=O)c2ccc(OC)cc2)s1,13%,0.1,-23%,-5%,9,i,9,-1%
CCOC(=O)CN=C/C(C(C)=O)=C(/C)O,6%,-4.2,-93%,0%,3,i,8,1%
COC(=O)c1nc(NC2=NCCCCC2)n[nH]1,-1%,-2.1,-10%[57.5 µM],12%,1,i,-2,-2%
CN(CC(=O)Nc1cccc(F)c1)C(=O)Cn1c(=O)oc2ccccc21,6%,0.0,i,-2%,0,i,4,?
O=C(COc1ccccc1)NCC(=O)Nc1cccc(S(=O)(=O)NC2=NCCC2)c1,-3%,-0.2,i,-1%,-3,i,3,-6%
Nc1nnc(-c2ccccc2F)s1,11%,-2.4,-6%,6%,8,i,9,-4%
CCOC(=O)C1=C(COC(=O)Cc2c(F)cccc2Cl)NC(=O)NC1C (stereo not given),6%,-1.5,?,-3%,-2,i,-29,1%
COc1ccc(-c2c([C@H]3[C@@H]4C=CCC[C@@]4(C)C(=O)N3Cc3ccccc3)ccc3ccccc23)cc1OC,2%,-2.7,-11%,-22%,0,i,-30,-3%
CS(=O)(=O)c1cnc2c(-c3ccc(F)cc3)cnn2c1N,-2%,-2.7,-7%[57.5 µM],1%,1,i,25,0%
CC(OC(=O)c1nc(Cl)ccc1Cl)C(=O)NC1CCCCC1C (stereo not given),7%,1.9,i,1%,0,i,3,1%
CCCCOC(=O)c1ccccc1N1C(=O)C2C3CCC(C3)C2C1=O (stereo not given),2%,-2.3,i,-1%,4,i,-6,0%
CC1=NN(C(=O)c2ccc(Cn3nc(C)cc3C)o2)C(O)(C(F)(F)F)C1 (stereo not given),0%,-0.7,-6%,2%,-3,i,3,0%
c1ccc(CSc2nnc(-c3c[nH]c4ccccc34)o2)cc1,?,0.1,-9%,-13%,4,i,1,-2%
CN(C)S(=O)(=O)c1ccc(NC(=O)C2CC(=O)N(Cc3ccccc3)C2)cc1 (stereo not given),7%,-2.3,i,3%,6,i,2,-2%
Cc1ccc(C2N(c3cccc(Cl)c3)C(=O)C3CCCN32)o1 (stereo not given),13%,-1.9,-7%,-16%,-3,i,?,-2%
Cn1c(N)c(C(=O)COC(=O)c2ccc(OC(F)F)cc2)c(=O)n(C)c1=O,10%,-3.4,i,-8%,3,i,-8,0%
COc1ccc(NS(=O)(=O)c2ccc(OC)c(NC(=O)CCC3CCCC3)c2)cc1,-5%,1.0,-15%,-4%,-3,i,-15,1%
NS(=O)(=O)c1cc(C(=O)OCCNC(=O)c2ccccc2)c(Cl)cc1Cl,6%,-0.6,-9%,0%,11,i,-1,.
Cc1ccc(NC(=O)c2ccc(NC(=O)C3CCCCC3C(=O)O)cc2)cc1 (stereo not given),1%,0.3,-23%,-3%,-9,i,-7,-1%
Cc1ccccc1NC(=O)Cc1nc(COC(=O)c2ccc(NC(N)=O)cc2)cs1,10%,-0.9,i,-9%,0,i,11,-10%
COc1ccc(Cc2c(-c3ccc(C#N)cc3)nc3c4ccccc4ccn23)c(C)c1,7%,-2.4,-23%,-2%,-5,i,2,.
CC(C)n1nnc2ccccc2c1=O,-5%,-3.0,i,11%,3,i,6,-1%
CC(=O)N1CCN(C(=O)c2ccc(C(=O)c3ccccc3)cc2)CC1,3%,0.9,-20%,15%,-11,i,-3,1%
O=C(COC(=O)/C=C/c1ccc([N+](=O)[O-])cc1)NCc1ccc2c(c1)OCO2,-1%,0.2,-19%,-1%,2,i,-2,0%
CCC1(C)SC(N)=NN1C(C)=O (stereo not given),6%,0.4,i,10%,4,i,11,0%
Cn1c(SCC(=O)NCCc2ccccc2)ncc(C(=O)Nc2ccccc2)c1=O,0%,-4.9,i,-1%,4,i,5,2%
CO/C(N)=C(\C#N)N=Cc1ccccc1Cl,1%,0.2,i,-13%,5,i,1,-3%
Cc1ccsc1C(=O)NNC(=O)Nc1ccc(Cl)c(Cl)c1,3%,-2.4,i,0%,-13,i,-25,1%
CC1=C(C(=O)OC(C)C)C(c2cncc(-c3ccc(F)cc3)c2)C(C#N)=C(N)O1 (stereo not given),5%,1.2,-1%,-14%,-2,i,4,-1%
N#Cc1c[nH]n2c(=O)c3c(nc12)CCC3,2%,0.8,-10%,2%,1,i,9,1%
COc1ccc(C(=O)N2CCC(C)(C(=O)NS(=O)(=O)C3CC3)C2)cc1F (stereo not given),6%,-3.4,-8%,8%,-10,i,-12,.
CC(C)CCNC(=O)c1ccc(CS(=O)(=O)Cc2ccccc2F)o1,-2%,1.1,-23%,3%,-9,i,-2,1%
N#C/C(=C\c1ccc(C(=O)O)cc1)S(=O)(=O)c1cc(Br)ccc1Br,7%,0.8,-12%,-3%,5,i,13,2%
Cc1cnc(C(=O)OCC(=O)C23CC4CC(CC(C4)C2)C3)cn1,4%,-0.9,?,6%,-4,i,1,-1%
COc1ccc(NC(=O)C2CC(c3c(F)cccc3Cl)=NO2)cc1OC (stereo not given),10%,-3.3,-21%,-11%,6,i,16,-3%
Cc1cc(C)c2sc(NC(=O)C3CC3)nc2c1,-4%,0.6,i,-8%,0,i,9,1%
CN1CCN(c2nc3cc(C(F)(F)F)ccc3n3cccc23)CC1,5%,-0.4,-23%,-11%,-72,i,-52*,.
COc1ccccc1Nc1c2ccccc2nc2ccccc12,4%,1.3,-31%[inhibitor],1%,4,i,4,-3%
CCNc1nc2nonc2nc1NCC,-14%,-4.9,-17%[57.5 µM],2%,-6,i,0,-1%
c1cn(CCCNC2CCCCCCC2)cn1,15%,-6.6,i,0%,-26,i,-23,.
COc1ccc(-c2nc(CS(=O)(=O)CC(=O)NCCc3ccccc3)c(C)o2)cc1,2%,0.4,i,1%,-1,i,0,-6%
CCCn1c(=S)[nH]c2cc(C(=O)N3CCc4ccccc4C3)ccc2c1=O,-8%,-1.1,i,3%,0,i,-3,1%
COc1ccc(-c2cnc(N)n2C)cc1,0%,1.1,i,10%,-1,i,1,1%
CC1CCCCC1NC(=O)COc1ccccc1C#N (stereo not given),2%,0.6,-17%,-8%,-5,i,-26,1%

Profiles, looked up by structure. Values in the order: EPAC2 ag | CCT chaperon mod | PTHR1 ag | EPAC2 antagonist | DRD3 agonist | Akt phos inh | DRD3 antagonist | Mm-Cpn inhibitor
CCCn1c(=S)[nH]c2cc(C(=O)N3CCc4ccccc4C3)ccc2c1=O in the list: -8% | -1.1 | i | 3% | 0 | i | -3 | 1%
CN1CCN(c2nc3cc(C(F)(F)F)ccc3n3cccc23)CC1 in the list: 5% | -0.4 | -23% | -11% | -72 | i | -52* | .

Gathered by group: those above containing a thiophene ring, fused or not (two)
compound,EPAC2 ag,CCT chaperon mod,PTHR1 ag,EPAC2 antagonist,DRD3 agonist,Akt phos inh,DRD3 antagonist,Mm-Cpn inhibitor
CCc1cc(C(N)=O)c(NC(=O)c2ccc(OC)cc2)s1,13%,0.1,-23%,-5%,9,i,9,-1%
Cc1ccsc1C(=O)NNC(=O)Nc1ccc(Cl)c(Cl)c1,3%,-2.4,i,0%,-13,i,-25,1%

Returning to the listing, repeating the 3 entries before the break.
compound,EPAC2 ag,CCT chaperon mod,PTHR1 ag,EPAC2 antagonist,DRD3 agonist,Akt phos inh,DRD3 antagonist,Mm-Cpn inhibitor
CCCn1c(=S)[nH]c2cc(C(=O)N3CCc4ccccc4C3)ccc2c1=O,-8%,-1.1,i,3%,0,i,-3,1%
COc1ccc(-c2cnc(N)n2C)cc1,0%,1.1,i,10%,-1,i,1,1%
CC1CCCCC1NC(=O)COc1ccccc1C#N (stereo not given),2%,0.6,-17%,-8%,-5,i,-26,1%
O=C(O)COc1c(-c2ccccc2)oc2ccccc2c1=O,4%,1.9,-8%[57.5 µM],14%,17,i,-22,-4%
CCN(CC)CCN1CCN(c2cncc(-c3cccc(N)c3)n2)CC1,5%,1.1,i,4%,-3,i,-12,.
CCOC(=O)c1[nH]c(C)c(C(=O)Nc2ccc3c(c2)CCC3)c1C,11%,-14,i,-2%,-1,i,1,-1%
O=S(=O)(NCc1ccccc1)c1ccc2c(c1)OCCO2,-4%,0.6,i,7%,3,i,-17,3%
O=C(NCC1CCCO1)c1c(O)c2ccccc2[nH]c1=O (stereo not given),4%,-0.4,i,2%,-9,i,0,-9%
